# hIAP inh – human IAP inhibition | 330,000 tested, 0.12% active | AID 2544 | purified IAP, CDP-Star luminescence, 30 min | inhibition, % at 10 µM;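 active = inhibition reaching a set limit with compound at 10 µM in the primary screen, cut at about 35% in these data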;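 also: plate controls were DMSO wells with enzyme for no effect and no-enzyme buffer wells for full effect; values of inactives mirror those of a sister screen read the other way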
# Target sequence (P09923 whole entry, looked up): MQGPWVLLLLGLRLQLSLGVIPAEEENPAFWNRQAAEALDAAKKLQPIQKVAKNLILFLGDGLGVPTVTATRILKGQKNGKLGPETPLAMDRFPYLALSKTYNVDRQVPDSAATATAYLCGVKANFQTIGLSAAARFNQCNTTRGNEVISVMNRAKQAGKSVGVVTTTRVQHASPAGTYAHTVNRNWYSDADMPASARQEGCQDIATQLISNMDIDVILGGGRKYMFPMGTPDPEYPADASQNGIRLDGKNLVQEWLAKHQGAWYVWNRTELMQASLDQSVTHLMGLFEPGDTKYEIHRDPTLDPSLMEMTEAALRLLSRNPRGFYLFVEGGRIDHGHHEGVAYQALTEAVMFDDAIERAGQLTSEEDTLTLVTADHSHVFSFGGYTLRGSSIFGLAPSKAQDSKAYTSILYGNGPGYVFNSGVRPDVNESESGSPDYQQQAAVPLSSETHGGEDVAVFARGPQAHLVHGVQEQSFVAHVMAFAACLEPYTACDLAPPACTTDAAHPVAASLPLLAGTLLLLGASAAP
# ATG4B inh – inhibitors of human ATG4B cysteine protease; AID 504462; ATG4B cleavage of LC3-PLA2, NBD-HPC fluorescence, 1 h; 340,000 tested, 0.51% active; Q9Y4P1; inhibition, % at 8.33 µM; in the data active = inhibition above about 40%
# Target sequence (Q9Y4P1 whole entry, looked up): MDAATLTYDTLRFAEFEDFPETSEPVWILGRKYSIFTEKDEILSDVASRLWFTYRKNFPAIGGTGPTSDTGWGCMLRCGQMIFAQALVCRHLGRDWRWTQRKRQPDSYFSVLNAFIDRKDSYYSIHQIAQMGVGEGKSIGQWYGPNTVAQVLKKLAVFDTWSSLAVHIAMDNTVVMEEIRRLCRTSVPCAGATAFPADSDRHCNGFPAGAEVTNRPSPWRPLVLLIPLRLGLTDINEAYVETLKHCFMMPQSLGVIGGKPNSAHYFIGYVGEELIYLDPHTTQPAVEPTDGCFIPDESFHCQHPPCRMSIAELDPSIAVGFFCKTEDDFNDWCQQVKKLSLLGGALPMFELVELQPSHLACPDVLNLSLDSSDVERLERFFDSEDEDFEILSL
# hIAP act – increases human intestinal alkaline phosphatase activity | purified human IAP, CDP-Star luminescence, 30 min; hits give high values; 1 = vehicle-only enzyme, 0 = enzyme-free background | activation factor at 10 µM | 330,000 tested, 0.16% active | AID 2524;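 active = activation factor of the enzyme at least 2-fold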; also: the source names both 10 and 20 µM as test concentration; values of inactives mirror those of a sister screen read the other way
# A3A deaminase – human APOBEC3A DNA deaminase inhibition. recombinant A3A, FAM/TAMRA ssDNA deamination fluorescence. AID 493011. P31941. 330,000 tested, 0.41% active. inhibition, % at 20 µM;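 active = at least 40% inhibition at 20 µM here, with at most 30% in a related deaminase screen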;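 also: plate controls were A3A with DMSO for no effect and wells lacking A3A enzyme for full effect; some results filed as inactive read as strong as hits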
# HKDC1 inh – inhibitors of human hexokinase HKDC1; recombinant HKDC1, G6PDH/diaphorase resazurin coupled fluorescence; AID 493160; 340,000 tested, 0.16% active; inhibition, % at 20 µM; Q2TB90;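 active = inhibition above about 35% when tested at 20 µM, limit read from the data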;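 also: plate controls were DMSO wells with enzyme for no effect and DMSO wells lacking enzyme for full effect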
#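 Assay system – recombinant HKDC1 (HK5) hexokinase enzyme, produced in-house · Input – HKDC1 at 5 µg/mL · Reagent – glucose plus 1 mM ATP as hexokinase substrates · Timing – 90 min reaction incubation at room temperature, dark · Measured by – G6PDH/diaphorase-coupled fluorescence, 1 mM NADP, 100 µM resazurin, 525/613 nm · Benchmarks – DMSO-enzyme wells negative, buffer-substituted wells positive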
# mIAP act – increases mouse intestinal alkaline phosphatase activity; muIAP, CDP-Star luminescence, 30 min; hits give high values; 1 = vehicle-only enzyme signal, 0 = enzyme-free wells; activation factor at 10 µM; 330,000 tested, 0.24% active;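 active = activation factor of at least 2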; also: the source names both 10 and 20 µM as test concentration; values of inactives mirror those of a sister screen read the other way
#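 Assay system: mouse IAP enzyme / Compound: DMSO-dissolved test compounds / Timing: 30 min, room temperature / Measured by: luminescence from enzymatic CDP-Star hydrolysis / Control set: DMSO-only wells, enzyme-free buffer wells as negative control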
# PfGluPho inh – PfG6PD (Plasmodium falciparum) enzyme inhibition; PfGluPho enzyme, NADPH resazurin-diaphorase fluorescence; inhibition, % at 20 µM; 350,000 tested, 0.78% active; AID 504690;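 active = inhibition reaching at least a set limit at 20 µM in the primary screen, cut at about 59% in these data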;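 also: 0% = DMSO wells with substrate and 100% = DMSO wells lacking glucose-6-phosphate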
# mIAP inh – blocks mouse intestinal alkaline phosphatase. AID 2806. purified mouse IAP, CDP-Star luminescence, 30 min. 330,000 tested, 0.2% active. inhibition, % at 10 µM;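 active = inhibition of at least 40% at 10 µM in the primary screen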;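 also: plate controls were DMSO with enzyme for no effect and no enzyme wells for full effect; values of inactives mirror those of a sister screen read the other way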
# The depositor's hits bear a star; / = not tested or not shown.
no.	smiles	HKDC1 inh	ATG4B inh	hIAP act	A3A deaminase	PfGluPho inh	mIAP act	mIAP inh	hIAP inh
1	CCc1ccc(-c2nc(CS(=O)CC(=O)NCCCN3CCC(C)CC3)c(C)o2)cc1 (configuration not stated)	1	-8	1.2	-3	11	0.97	3	-19
2	C=CCn1c(SCC(=O)Nc2cccc(C(=O)OC)c2)nnc1C(C)NC(=O)c1cccs1 (configuration not stated)	-1	-3	1.2	-2	7	0.96	4	-22
3	CCCCCC#CCC#CCC#CCC#CCCCC(=O)O	/	/	0.94	98	/	0.99	1	6
4	CCOC(=O)Cc1csc(SCC(=O)NC2CCC(C)CC2)n1 (configuration not stated)	-3	-5	1.1	-3	3	0.98	2	-8
5	S=c1[nH]nc(COc2ccccc2)n1/N=C/c1ccc(Cl)c(Cl)c1	4	17	0.86	2	16	0.95	5	14
6	COC1=CC(=Cc2c(N)n3nc(CC(=O)N4CCOCC4)sc3nc2=O)C=C(OC)C1=O	10	-3	0.58	1	17	0.85	15	42*
7	O=C(COC(=O)C1CCN(S(=O)(=O)c2ccc3c(c2)OCCO3)CC1)NC1CCS(=O)(=O)C1 (configuration not stated)	-4	0	1.1	0	-6	1	-2	-7
8	CS(=O)(=O)Nc1ccc(C(=O)Nc2ccc3c(c2)OCCO3)cc1	-12	6	0.97	-6	-16	0.95	5	3
9	CCOc1ccc(NC(=O)CN(C)C(=O)CC2CC3CCC2C3)cc1OCC (configuration not stated)	3	0	1	-1	-6	0.95	5	-1
10	Fc1ccccc1N1CCN(c2ncnc3nc[nH]c23)CC1	-6	22	1.2	0	30	0.91	9	-20
11	CC(C)(C)NC(=O)C(c1ccco1)N(C(=O)Cn1nnc(-c2ccc(F)cc2)n1)c1ccccc1F (configuration not stated)	-5	-7	1.2	-5	11	1.1	-13	-22
12	COc1cccc(CNC(=O)c2cc(S(=O)(=O)N3CCOCC3)ccc2N2CCCC2)c1	-5	-13	1	-3	-10	1.1	-9	0
13	C/C(CC(=O)N(C(C)C)C(C)C)=N\NC(=O)COc1ccc(Cl)cc1Cl	2	-11	1.1	1	-9	0.98	2	-13
14	O=C(c1ccc(F)cc1)N1CCC(N2CCOCC2)CC1	1	-4	1	-3	-4	1	0	-1
15	O=C(CSc1n[nH]c(=O)n1-c1cccnc1)Nc1ccccc1	2	6	0.96	0	-14	1	-1	4
16	COc1ccc(C(=O)Nc2ccc(C(=O)NCC3CCCO3)cc2)c(OC)c1OC (configuration not stated)	-5	-11	1.1	-3	-3	1	-3	-6
17	CCOCCCNC(=O)C(c1ccc(OC)cc1)N(Cc1ccc2c(c1)OCO2)C(=O)c1ccccn1 (configuration not stated)	-2	1	0.8	-2	-2	0.91	9	20
18	CCN1C(=NCCN2CCOCC2)N[C@@H](c2ccccc2)C(C(=O)OC)=C1C	-6	5	0.88	49*	0	0.99	0	12
19	Cc1cc(=O)oc2c(CN(C)Cc3ccccc3)c(O)ccc12	-4	-9	1.1	3	2	0.84	16	-7
20	COc1cc(/C=C/C(=O)OCC(=O)Nc2ccccc2Cl)cc(OC)c1OC	-7	-8	1.1	-2	-5	0.91	9	-6
21	Cc1cccc(NC(=O)c2cc(S(=O)(=O)N3CCC4(CC3)OCCO4)ccc2F)c1	-6	-8	1.1	-3	-10	0.98	2	-7
22	O=Nc1c(O)n(Cc2cccc(C(F)(F)F)c2)c2ccccc12	-1	-8	0.96	1	-14	0.92	8	4
23	COC(=O)c1ccccc1NC(=O)C12CCC(C)(C(=O)O1)C2(C)C (configuration not stated)	-7	2	0.92	-1	-4	0.96	4	8
24	COc1cccc(-c2nc(CSCC(=O)NCC3CCCO3)c(C)o2)c1 (configuration not stated)	-3	-4	0.98	1	-12	0.92	8	2
25	COc1ccc(/C=N/NC(=O)c2nonc2C)cc1	-12	-2	1.1	-21	-18	0.97	3	-11
26	COc1cc(C(=O)NCc2ccccn2)ccc1OCc1c(C)noc1C	-6	-1	0.99	-5	4	1	-3	1
27	NC1=NC[C@@H](Cc2ccc(O)cc2)N1CCc1cc(C(F)(F)F)cc(C(F)(F)F)c1	-6	1	0.89	2	-11	0.96	4	11
28	Cc1ccc(C)c(S(=O)(=O)N2CCN(c3ncnc4sccc34)CC2)c1	4	-8	0.95	-6	12	0.96	4	5
29	CCn1nc(C)c(CN2CCC(n3nccc3NC(=O)c3ccccc3OC)CC2)c1C	-7	-2	1.1	0	10	1	0	-10
30	CCN(CC)C(=O)CSc1nc2c(sc(=S)n2-c2ccc(C)cc2C)c(=O)[nH]1	3	-10	0.89	0	-22	0.93	7	11
31	CCn1cc(C(=O)O)c(=O)c2cc(F)c(N3CCN(C(=S)NC(=O)c4ccccc4Cl)CC3)cc21	-6	5	0.96	-1	-2	1.1	-7	4
32	O=C(Nc1cccc(S(=O)(=O)Nc2ccc(SC(F)F)cc2)c1)C1CCC1	2	0	1	0	-10	0.96	4	-5
33	O=C(NC1CC1)C1=COCCO1	-6	0	0.97	-3	-15	0.93	7	3
34	Cc1cccc(C(=O)NC(NCCc2ccccc2)C(Cl)(Cl)Cl)c1 (configuration not stated)	3	3	0.97	6	-3	1.1	-6	3
35	Cc1ccc(NC(=O)NC2CCCCCCC2)c(C)c1	-2	-7	1.3	-1	4	1.2	-18	-35
36	Cc1cc(/C=N\NC(=O)c2cccs2)c(C)n1-c1ccc2ncccc2c1	11	-2	1	5	25	0.9	10	-1
37	Cc1cc(C)n2nc(-c3ccc(Br)cc3)cc2n1	2	-2	0.9	-4	42	0.96	4	10
38	Cc1cccc(C)c1NC(=O)C1C2C=CC(C2)C1C(=O)O (configuration not stated)	-3	5	0.77	-3	-6	0.98	2	23
39	O=C(CSc1ncn[nH]1)NCc1ccc2c(c1)OCO2	3	-7	0.91	1	-4	1.1	-7	10
40	CC(C)OC(=O)c1cccc2c1C(=O)c1ccccc1-2	0	-1	1	-1	8	1	-3	-2
41	CCN(CC)c1ccc(/C=N/NC(=O)c2cnccn2)c(O)c1	-12	-3	1.6	-1	-12	0.93	7	-58
42	CC1CCN(C(=O)c2ccc(CSc3ccc(Cl)cc3)cc2)CC1	-4	44*	0.87	-2	8	1	-1	13
43	Cc1cc(C(=O)COC(=O)c2ccncc2)c(C)n1CCc1ccc(F)cc1	-6	-8	1	1	4	0.88	12	-2
44	O=C(NNC(=O)c1ccco1)c1ccc(NS(=O)(=O)c2cccs2)cc1	-5	-7	0.99	0	-13	0.88	12	1
45	CCOC(=O)NC(=O)c1cn(CCN(C)C)c(=O)[nH]c1=O	-13	-1	1	1	2	0.9	10	-1
46	S=c1[nH]nc(-c2ccccc2Cl)n1/N=C/C=C/c1ccco1	8	5	0.9	32	21	0.6	40	10
47	COc1ccc(NC(=O)c2ccc(COCC(F)(F)C(F)F)cc2)cc1	7	3	0.91	6	-6	1.1	-14	9
48	CC(=O)Nc1ccc2ccccc2c1	4	-18	0.94	-1	2	0.88	12	6
49	Cc1nc(SCc2ccc(Cl)cc2)ncc1C(=O)O	5	-3	0.96	0	-15	1	-1	4
50	O=S(=O)(N/N=C/c1ccc2c(c1)OCCO2)c1ccccc1	0	-8	0.95	1	-11	1	-1	5

# (further entries)
no.	smiles	HKDC1 inh	ATG4B inh	hIAP act	A3A deaminase	PfGluPho inh	mIAP act	mIAP inh	hIAP inh
51	CCOC(=O)c1cc(C#N)c(Nc2ccc(C)cc2)nc1C(F)(F)F	-5	-2	0.99	0	0	1	-3	1
52	C=CCSc1ccc(S(=O)(=O)N2CCN(C)CC2)cn1	-5	5	0.95	-2	-8	0.97	3	5
53	Cc1ccc2nc(C)c(C(=O)N/N=C/c3ccc(C(=O)O)cc3)cc2c1	-2	-7	1.1	-3	5	0.98	2	-8
54	COc1ccc(-n2nc(C(=O)NCC(=O)Nc3cc(OC)ccc3OC)c3ccccc3c2=O)cc1	6	3	1	-1	2	0.93	7	-2
55	Cn1cnnc1SCC(=O)Nc1ccc(Cl)cc1	-5	-9	0.67	4	13	1	0	33
56	CN(C(=O)c1ccc2c(c1)OCCO2)c1c(N)n(Cc2ccccc2)c(=O)[nH]c1=O	-6	-3	1.1	2	-10	0.98	2	-7
57	Cc1ccccc1-c1nc2ccccc2c(=O)n1/N=C/c1ccc([N+](=O)[O-])cc1	0	-1	0.87	2	-17	0.98	2	13
58	O=S(=O)(Nc1ccc(O)c2ccccc12)c1cccs1	51*	-7	0.77	-3	36	1	-4	23
59	CCCc1nc2ccccc2c(C(=O)OCC(=O)Nc2c(C)n(C)n(-c3ccccc3)c2=O)c1CC	-12	15	0.97	-1	-6	1.1	-7	3
60	CC1(C)CC(=O)c2cnn(-c3nc4ccccc4[nH]3)c2C1	-9	2	0.82	8	-3	0.86	14	18
61	COc1ccccc1NC(=S)NCc1ccc(F)cc1	-2	0	1	-4	-3	0.99	1	-1
62	CCn1cnc2cc([N+](=O)[O-])ccc21	-3	0	0.96	6	-11	1	-4	4
63	CCOC(=O)c1[nH]cnc1C(=O)N1CCN(C(=O)OC(C)(C)C)CC1	-1	3	0.93	-5	-3	1.1	-6	7
64	CCOC(=O)CSc1nnc(NC(=O)CN2CCN(C=O)CC2)s1	0	-4	1.2	3	-7	1	-1	-20
65	Cc1ccc(N2CCN(S(=O)(=O)c3ccc4oc(=O)ccc4c3)CC2)c(C)c1	6	2	0.93	0	-8	0.92	8	8
66	Cc1ccc(C(C(=O)NC2CCCC2)N(Cc2ccc3c(c2)OCO3)C(=O)Cc2cccs2)cc1 (configuration not stated)	9	4	0.99	1	3	1.1	-10	1
67	O=C(c1cc(C2CC2)nn1-c1ccccc1)N1CCN(S(=O)(=O)c2ccccc2)CC1	1	-8	0.93	34	3	0.84	16	7
68	O=C1CSC(=Nc2ccccc2Cl)N1	-9	-1	1	3	7	1	-5	0
69	Cc1cnn(-c2nc(-c3cccs3)cc(C(F)(F)F)n2)c1	1	5	0.98	5	-5	0.92	8	2
70	CCOc1ccc2nc(SCC(=O)NCc3ccc(S(N)(=O)=O)cc3)sc2c1	2	0	1.1	1	0	1	-2	-11
71	CCN(CC(=O)Nc1ccccc1OC)C(=O)CC1CCCC1	-9	-7	1.1	-2	11	0.89	11	-8
72	COc1ccc(-c2cc(C(=O)Nc3c(F)cc(F)cc3Br)no2)cc1	-3	8	0.91	-1	4	0.93	8	9
73	CCc1noc(C)c1C(=O)Nc1nc(-c2ccccc2)cs1	-3	1	0.99	-1	21	0.96	4	0
74	CCOc1ccccc1-n1nnnc1SCC(=O)OC	-6	-6	0.98	-4	-3	1.2	-20	2
75	CCOC(=O)c1c(Nc2ccccc2N)cc(C)nc1C	1	5	0.86	2	-8	0.99	1	14
76	CCOC(=O)c1ccc(NC(=O)[C@@H](NC(N)=O)C(C)C)cc1	-6	23	1	-2	13	0.98	2	-4
77	Cc1cc2ncc(-c3ccc(Cl)cc3)c(N)n2n1	-2	-11	1.1	0	8	0.99	1	-6
78	N#Cc1ccc(C(=O)NCCCSc2ccccc2)cc1	-3	3	0.88	-2	1	1	-1	12
79	CCc1nnc(NC(=O)CCC(=O)NCCc2ccccc2)s1	-7	0	1.1	-4	5	0.98	2	-10
80	Cc1nc(NCCc2ccccc2)sc1C(=O)O	4	-5	1.2	-6	1	0.95	5	-20
81	CCN(CCn1cccn1)C(=O)C1CCC(=O)N(CCN2CCOCC2)C1 (configuration not stated)	-3	2	1.1	1	-8	0.96	4	-8
82	COc1ccc(CCC(=O)Nc2cc(S(=O)(=O)N3CCOCC3)ccc2OC(C)C)cc1	2	-5	0.97	-1	3	1.1	-7	3

# Screening results from PubChem.
